# KAT2A inh = blocks human GCN5L2 histone acetyltransferase. Q92830. GCN5L2 HAT assay, ThioGlo1 CoA-SH fluorescence. Potency, µM (doses to about 58.9 µM), without a hit: top-dose activity change, negative = inhibition, hits mostly inhibitors. 0.21% of 390,000 active. AID 504327
# Target sequence (Q92830 whole entry, looked up): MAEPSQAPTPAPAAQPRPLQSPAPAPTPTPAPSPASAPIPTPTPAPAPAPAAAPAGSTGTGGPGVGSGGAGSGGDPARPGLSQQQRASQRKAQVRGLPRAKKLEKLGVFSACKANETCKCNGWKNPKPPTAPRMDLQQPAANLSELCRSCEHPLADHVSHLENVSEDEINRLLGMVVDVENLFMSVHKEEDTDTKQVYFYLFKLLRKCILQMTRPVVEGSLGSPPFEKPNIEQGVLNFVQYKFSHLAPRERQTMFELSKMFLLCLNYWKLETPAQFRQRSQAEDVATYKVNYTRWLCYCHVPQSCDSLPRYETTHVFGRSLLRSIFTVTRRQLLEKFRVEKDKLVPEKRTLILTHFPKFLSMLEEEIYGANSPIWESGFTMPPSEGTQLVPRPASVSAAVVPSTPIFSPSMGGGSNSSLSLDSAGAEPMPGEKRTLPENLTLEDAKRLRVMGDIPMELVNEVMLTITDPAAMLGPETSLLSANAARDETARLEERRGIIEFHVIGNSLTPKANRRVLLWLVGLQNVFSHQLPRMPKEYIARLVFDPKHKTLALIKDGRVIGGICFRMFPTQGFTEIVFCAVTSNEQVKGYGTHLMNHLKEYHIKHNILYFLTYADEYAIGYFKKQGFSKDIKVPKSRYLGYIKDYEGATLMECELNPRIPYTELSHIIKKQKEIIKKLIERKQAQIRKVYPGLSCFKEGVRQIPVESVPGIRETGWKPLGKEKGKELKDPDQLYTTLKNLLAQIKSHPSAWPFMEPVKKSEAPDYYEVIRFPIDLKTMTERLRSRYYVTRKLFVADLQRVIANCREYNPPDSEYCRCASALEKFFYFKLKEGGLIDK
#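 ThioGlo1-coupled HAT assay: 20nM GCN5L2, 70uM acetyl-CoA, 75uM H3(1-25) peptide, pH 7.5. Fluorescence read at 340/540nm at start and after 20 min at room temperature.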
# FEN1 inhibitor = inhibitors of human flap endonuclease 1; 0.35% of 390,000 active; Recombinant FEN1 flap cleavage, fluorescence, 15 min; Potency, µM (top dose mostly 114 µM), for the others: at the highest dose activity change, negative = inhibition, most hits filed as inhibitors; P39748; also: nearly all actives have a fitted effect of over 65% in size
#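 Reaction started by adding substrate (50 nM final) to 10 nM enzyme after 15 min room-temperature compound preincubation. Reads at 0 and 15 min, with data normalized and fitted to a four-parameter Hill equation.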
# N370S GC mod = inhibits or activates N370S mutant glucocerebrosidase. AID 2101. Potency, µM (doses to about 59.4 µM), for inactives: at the top dose activity change, negative = inhibition, usual class: inhibitors. P04062. N370S GC spleen homogenate, 4MU-glucoside fluorescence. 0.092% of 330,000 active;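 also: 0% = full enzyme activity and -100% = no enzyme basal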
# Active calls of the source: *; u = inconclusive; x = no result given; & = joins results of further samples; [ ] = remark or other dose. Calls follow the shape of the dose curve; as a rule, active = well fitted curve in the direction sought with a large enough effect; inconclusive = small, poorly fitted or top-dose-only effect, or another doubt; inactive = no such curve, though single readings can be large; an effect the other way counts as inactive or inconclusive. Unless noted, % is scaled to controls: 0 for no effect and ±100 for the full control effect; potency is read from the fitted curve at half-maximal effect.
SMILES,KAT2A inh,FEN1 inhibitor,N370S GC mod
Cc1cccc(N2CCN(CCNC(=O)C3COc4ccccc4C3)CC2)c1C (centres undefined),1.5%,19.6%,x
Nc1ccc2nn(-c3ccc(Cl)cc3)nc2c1,u,-2.5%,10.2%
CCN1CCN(C(=O)c2cccc(OC3CCN(S(=O)(=O)N(C)C)CC3)c2)CC1,-1.2%,1.2%,-8.5%
COc1ccc(OC)c2sc(NC(=O)c3ccc(S(=O)(=O)N4CCOCC4)cc3)nc12,-6.4%,4.4%,-2.1%
COc1ccc(-n2nc(C#N)c(Cl)cc2=O)cc1,-9.1%,1.4%,-5.6%
CCON1C(=O)CN(C(=O)OC)C1c1ccc(Cl)cc1Cl (centres undefined),-2.4%,-5.0%,6.0%
COc1cccc2sc3cc(NCC[C@@H]4CCCN4C)ccc3c(=O)c12,u,50.1µM*,x
CCn1nnnc1NCc1cccn1C,1.9%,9.7%,1.5%
Cc1ccc(S(=O)(=O)N2CCN(C(=O)CSC3CCCC3)CC2)c(C)c1,-8.6%,-13.8%,0.2%
COc1ccc(N(CC(=O)Nc2cccc(C(=O)O)c2)S(=O)(=O)c2c(C)noc2C)cc1,-3.4%,-8.1%,-10.5%
CC(=O)c1cccc(NS(=O)(=O)c2c(C)noc2C)c1,-3.5%,5.3%,4.3%[12.8 µM]
CC1CCC(NC(=O)CCc2cn(Cc3ccc(F)cc3)c3ccccc23)CC1 (centres undefined),-3.8%,-1.6%,x
Cc1c(NC(=S)NC(=O)c2cc3ccccc3o2)cccc1C(=O)O,-6.1%,14.4%,-9.2%
NC(=O)c1nsc(C(=O)N(c2ccccc2)C(C(=O)NC2CCCCC2)c2ccc(O)cc2)c1N (centres undefined),-3.0%,12.2%,29.5%
CCOC(=O)c1c(C)oc2nc(C)nc(NCc3ccccc3Cl)c12,-8.0%,2.6%,x
CCc1cc2c(cc3c(=O)n(CC(=O)NC(C)C)nc(CC)n32)s1,-5.3%,-4.1%,x
CC(=O)NCC1CCCN(C(=O)c2oc3c(F)cccc3c2C)C1 (centres undefined),0.1%,-2.6%,-1.2%
CS(=O)(=O)c1ccccc1-c1nc(-c2ccc(C(F)(F)F)cc2)no1,-24.8%,-1.1%,3.3%
O=C(NCCC1=CCCCC1)c1cnsn1,0.7%,-0.5%,-1.1%
CCOC(=O)c1c(NC(=O)CC)sc(C(C)=O)c1C,-4.0%,6.3%,u
CCN1CCN(Cc2c(O)c(Cl)cc3c(C)cc(=O)oc23)CC1,u,-2.7%,u
Cc1ccc(-n2c(SCC(N)=O)nc(O)cc2=O)cc1,-6.5%,7.6%,2.2%
COc1ccc(-c2csc(N(CCc3ccccc3)C(=O)COc3ccccc3)n2)cc1,-14.3%,-13.3%,-8.0%
Cc1cccc2cc(CN(CCCN(C)C)C(=S)NCCc3ccccc3)c(=O)[nH]c12,16.9%,-1.8%,-19.5%
CCOC(=O)C1CCN(Cc2c(O)ccc3ccccc23)CC1,0.2%,-0.1%,1.6%
# (next part)
SMILES,KAT2A inh,FEN1 inhibitor,N370S GC mod
CC12CCC(C(=O)N(CCC#N)CCC#N)(CC1=O)C2(C)C (centres undefined),-6.3%,2.2%,8.6%
Cc1cccc(-c2oc3ccccc3c2C#CCCCCO)c1,-10.0%,u,15.1%
Cc1ccc(-n2nc(C(=O)N3CCN(c4cc(Cl)ccc4C)CC3)c(=O)n(C)c2=O)cc1,3.8%,-1.2%,x
CC(=O)Nc1nonc1NC(=O)COc1ccccc1,-0.6%,0.0%,-2.4%
O=C(NCCc1nc2ccccc2[nH]1)/C(=C/c1ccco1)NC(=O)c1ccco1,-8.8%,-12.9%,25.3%
OC1CN=C2C=CC=CN2C1 (centres undefined),-2.1%,-1.5%,0.4%
CCOCCCNC(=O)C(c1ccc(OC)cc1)N(Cc1ccc2c(c1)OCO2)C(=O)c1cnccn1 (centres undefined),-9.7%,u,0.7%
O=C1CC(c2ccco2)Cc2nc(Nc3ccc(F)cc3)ncc21 (centres undefined),-28.2%,8.4%,7.4%
COc1cc(C(=O)OCC(=O)N2CCC(C)CC2)cc2c1OCCO2,1.3%,-0.7%,x
CCOc1cc(/C=C2/C(=N)N3OC(C)=CC3=NC2=O)ccc1OCCOc1ccccc1,-4.5%,-9.2%,-8.7%
O=C(Nc1cc(Br)ccc1O)c1cc(-c2cccs2)on1,-8.6%,13.5%,-17.1%
CN1CCc2c(c3c(n2C)CCN(C)[C@H]3c2ccccc2F)[C@@H]1c1ccccc1F,-0.4%,x,0.6%
CSCC[C@H](NC(=O)[C@H](Cc1ccccc1)NC[C@@H](NC[C@@H](N)CS)C(C)C)C(=O)O,28.0%&-16.0%,x,-4.7%&8.8%
CCC(C)[C@@H](C(=O)N1CCNCC1)n1cc(CCCN=C(N)N)nn1 (some centres undefined),-1.1%,-6.1%,11.6%
O=[N+]([O-])c1cc(C(F)(F)F)ccc1Oc1cccnc1[N+](=O)[O-],2.2%,-0.1%,1.0%
COc1ccccc1C1CCN(C(=O)c2ccc(C(C)(C)C)cc2)CC1,-19.4%,-15.7%,-11.1%
NC(=O)C1(N2CCCCC2)CCN(Cc2nc3ccccc3c(=O)[nH]2)CC1,0.8%,-5.0%,-1.9%
CCOC(=O)C(/C=C(\C#N)C(=O)OCC)=C(/N)N1CCN(c2ccc(Cl)cc2)CC1,-2.1%,-3.7%,-2.1%
N#Cc1ccc(CN2CCN(C(=O)CCNS(=O)(=O)c3ccc(F)c(F)c3)CC2)cc1,0.3%,0.3%,x
CC1CC(OC(=O)c2ccccc2C(=O)c2ccc(Cl)cc2)C(=O)O1 (centres undefined),3.7%,-11.2%,x
CCOc1ccc(N(CC(=O)N2CCOCC2)S(=O)(=O)c2ccc(F)cc2)cc1,-17.4%,5.3%,0.7%
Cc1cc(C)cc(NC(=O)c2sc3nc4n(c(=O)c3c2C)N=C(c2ccc(F)cc2)CS4)c1,-1.5%,5.3%,x
c1cc2c(cc1C1CCCCC1)c1c3n2CCN=C3CCC1,-12.1%,-3.1%,u
CN(C)S(=O)(=O)c1cccc(C(=O)NCc2cccs2)c1,-11.1%,-4.0%,7.4%
Cc1ccccc1C(=O)Nc1ccc(-c2nnc(SC(C)C(=O)O)n2C)cc1 (centres undefined),-2.7%,1.3%,-13.5%
# Further records follow.
SMILES,KAT2A inh,FEN1 inhibitor,N370S GC mod
COc1cc(-n2c(=O)c3ccccc3n(CC(=O)c3ccc(F)cc3)c2=O)cc(OC)c1OC,-2.5%,1.6%,-11.3%
CC(=O)c1ccc(OCCCC(=O)Nc2ccc(S(=O)(=O)N3CCOCC3)cc2)cc1,-2.0%,0.3%,-14.8%
Cc1cc(C)cc(NC(=O)Nc2ccc(Cl)cn2)c1,0.0%,-3.7%,5.3%
Clc1ncc(CSc2ccccc2)s1,-4.0%,-7.8%,-5.8%
COc1cccc(C(=O)NCC(C)(C)SCc2ccc(F)cc2)c1,-0.9%,-12.4%,12.6%
C/C(=N\NC(=O)C(=O)Nc1cccc(C(F)(F)F)c1)c1ccc(Cl)s1,-4.9%,-12.1%,2.4%
CCCCN(C)CCCNC(=O)CN1N=C(c2ccc(OC)cc2)CCC1=O,0.3%,3.2%,x
CC1(S(=O)(=O)O)CC(=O)c2ccccc2C1=O (centres undefined),44.2%[activator],u,4.0%
O=C1CC[C@@H](CN(Cc2ccccc2)Cc2cn[nH]c2-c2cc3ccccc3o2)N1,-5.2%,-3.6%,-14.7%
CC(=O)NC1(C2CCCCC2=O)CCCCC1 (centres undefined),4.2%,-14.2%,0.6%
C#CCOCCOCCOCCNc1nc(N2CCN(C(=O)Cn3cc(CCCCN)nn3)CC2)nc(N2CCN(C(=O)[C@H](C)n3cc(CCCN=C(N)N)nn3)CC2)n1,0.7%,x,1.4%
O=C(CCS(=O)(=O)c1cccs1)Nc1ccc(C(=O)NC2CCN(Cc3ccccc3)CC2)cc1,-5.7%,-1.8%,-11.0%
COc1ccc2ccccc2c1CN1CCN(C)CC1,-0.7%,-10.7%,-0.4%
Cc1c(NC(=O)c2nn3c(C(F)(F)F)cc(-c4ccccc4)nc3c2Br)c(=O)n(-c2ccccc2)n1C,-0.1%,-13.3%,5.9%
COC(=O)c1ccccc1NC(=O)N1CCN(Cc2ccco2)CC1,-6.8%,21.1%,1.2%
Cc1c(C(=O)NCCO)sc2nc3n(c(=O)c12)CCC3,-2.2%,1.4%,-9.0%
COc1ccc(CCC(=O)NCCc2csc(-c3cccc(C)c3)n2)cc1,1.8%,-11.9%,x
O=C(NCc1ccc(F)cc1)C(c1ccco1)N(C(=O)c1csnn1)c1ccccc1 (centres undefined),0.2%,-3.4%,3.7%
Cc1cccc(C)c1NC(=O)COC(=O)c1c(C)nn(-c2ccccc2)c1C,2.5%,-4.0%,x
CON1C(=O)C(=O)N(OC)C2CCCCCC21 (centres undefined),-5.6%,-4.6%,-4.5%
Cc1ccc(C(=O)OCc2nc3ccccc3s2)o1,-15.7%,6.6%,0.4%
COc1ccc(OC)c(C(O)c2coc3ccc(O)c(CN4CCOCC4)c23)c1 (centres undefined),-5.0%,-6.3%,-15.2%
CCCN1CCN(CCCNC(=O)c2ccc(CS(=O)c3ccccc3C)o2)CC1 (centres undefined),-27.7%,-16.2%,-1.5%
COc1ccccc1C1=NOC(C)(c2nnc(Cc3ccccc3)o2)C1 (centres undefined),u,-3.0%,-4.2%
CCOC(=O)c1cccc(NC(=O)c2cc(-c3ccc(Cl)s3)nc3ccccc23)c1,1.7%,15.6%,x
# Additional structures
SMILES,KAT2A inh,FEN1 inhibitor,N370S GC mod
CC(=O)OCN(C#N)c1nc(N(C)C)nc(N(C)C)n1,1.0%,14.6%,7.3%
O=C(O)CSc1ccnc2cc(Cl)ccc12,5.9%,-4.5%,-5.7%
Cc1ccc(NCc2cccn2-c2nnc(N3CCC(C(=O)NC(C)C)CC3)s2)cc1,-7.4%,-2.9%,x
CC1CCN(C(=O)c2cc3ccccc3o2)CC1,-18.7%,-1.9%,4.0%
COc1ccc(OCC(=O)Nc2ccc(N3CCN(C(=O)c4ccco4)CC3)cc2)cc1,0.6%,-7.1%,-2.0%
Cc1ccc(S(=O)(=O)Nc2c(C)cc(C)nc2Cl)cc1,-5.4%,4.2%,3.7%
CC[C@@]12C(=O)N(c3cccc(F)c3)C(=O)N1[C@H](c1ccc(Cl)cc1)[C@@H]1C(=O)N(C3CCCCC3)C(=O)[C@@H]12,-8.6%,-18.7%,-23.9%
COC(=O)CSc1nc2ccccc2nc1SCC(=O)OC,21.0%,5.3%,3.7%
COc1ccc(NC(=O)C23CCC(C)(C(=O)O2)C3(C)C)cc1 (centres undefined),-12.6%,-2.3%,16.2%
COc1ccc(C(=O)C(C)OC(=O)CN2C(=O)c3ccccc3C2=O)cc1 (centres undefined),-2.0%,-1.0%,x
Cc1ccc2c(c1)C(Cc1ccccc1F)C(=O)N2 (centres undefined),-6.5%,4.3%,x
CS(=O)(=O)c1ccc(C(=O)OCC(=O)NCc2cccs2)cc1[N+](=O)[O-],-3.7%,-0.4%,x
O=C(Nc1ccccc1)N1CCc2ccccc2C1,3.8%,-10.4%,7.2%
CN(C(=O)c1cccc(N2C(=O)C3CC=CCC3C2=O)c1)C1CCCCC1 (centres undefined),-6.4%,-15.9%,6.4%
Cc1nc2sc(C(c3cccc(F)c3)N3CCC(O)CC3)c(O)n2n1 (centres undefined),-11.5%,-8.5%,-3.0%
COc1ccc(CNc2nc(SCc3ccc(Cl)cc3)nc3ccccc23)cc1,-4.7%,17.4%,x
CCN(Cc1nc(-c2ccccc2)no1)C(=O)c1ccoc1C,-4.5%,-7.5%,-1.2%
Cc1ccc(-n2ncc(C(=O)N3CCN(C4CCCCC4)CC3)c2C2CCN(C(=O)OC(C)(C)C)CC2)cc1C,24.0%,-4.0%,x
